D1 mod: D1 dopamine receptor (human) allosteric modulation | HEK293 D1, CRE-luciferase, dopamine EC30 potentiation; actives deviate in either direction | B-score at 10 µM | 58,000 tested, 5.9% active | AID 641;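 active = luminescence count or its row- and column-corrected plate score outside the 99.7% band of the plate's sample wells, on either side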
5-HT1A blocker: blocks the human serotonin 5-HT1a receptor. CHO 5-HT1a Ga15 NFAT-bla reporter, antagonist mode. inhibition, % at 10 µM. 62,000 tested, 0.68% active;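 active = inhibition above the mean of all tested compounds plus 3 SD, cut at about 43% in these data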;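 note: receptor stimulated by 5-CT agonist at 100 nM near EC80; beta-lactamase reporter measured by ratiometric fluorescence of a cleavable substrate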
HEK293 NFkB inh: lowers PMA/ionomycin-induced NF-kB signal in HEK293 cells | HEK-293 NF-kB luciferase reporter, luminescence | inhibition, % at 3 µM | 62,000 tested, 0.21% active | AID 465;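 active = inhibition above the mean of all tested compounds plus 3 SD, cut at about 40% in these data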;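 note: 0% = stimulated DMSO wells and 100% = 10 µM reference inhibitor 5653914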
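Reagent: PMA plus ionomycin mix as NF-kB-activating stimulus. Assay system: NF-kB luciferase reporter HEK-293 cells. Technique: luminescence from luciferase substrate reagent. Incubation: 1 h compound pre-incubation, 16 h PMA/ionomycin at 37 °C. Benchmarks: DMSO only as uninhibited control, 10 µM reference inhibitor as full inhibition. Repeats: tested once.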
S1P3 ag: activates the human S1P3 receptor | Q99500 | S1P3 NFAT-BLA reporter cells, agonism, FRET ratio; relative to 1 µM S1P, basal subtracted | activation, % at 4.5 µM | 60,000 tested, 0.1% active | AID 373;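 active = activation above the screen-wide mean plus 3 SD, cut at about 4.5% in these data, passing the limit was not always enough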; note: some compounds called inactive have numbers as strong as hits
Target sequence (Q99500 whole entry, looked up): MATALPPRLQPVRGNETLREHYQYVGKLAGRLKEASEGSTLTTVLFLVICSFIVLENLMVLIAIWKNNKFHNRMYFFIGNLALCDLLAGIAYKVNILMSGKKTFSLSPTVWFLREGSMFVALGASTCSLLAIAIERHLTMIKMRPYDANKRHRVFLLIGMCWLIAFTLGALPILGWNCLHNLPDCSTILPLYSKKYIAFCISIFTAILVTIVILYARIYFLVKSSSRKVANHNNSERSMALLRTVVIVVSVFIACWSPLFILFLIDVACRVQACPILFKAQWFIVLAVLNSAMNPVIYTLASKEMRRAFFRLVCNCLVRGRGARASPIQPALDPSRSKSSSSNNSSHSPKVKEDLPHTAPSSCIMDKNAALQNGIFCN
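Assay system: CHO cells stably expressing human S1P3, Gα16 and NFAT-β-lactamase reporter. Timing: overnight plating, 4 h compound 37 °C, 2 h substrate RT. Signal: β-lactamase FRET emission ratio 460/535 nm. Measure: percent activation versus median 1 µM S1P response, basal-subtracted, per plate. Repeats: primary screen single test, confirmation screen in triplicate.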
Jurkat viability: cytotoxicity toward Jurkat cells | Jurkat E6.1 viability, ATP luminescence, 48 h | inhibition, % at 4 µM | 56,000 tested, 1.2% active;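 active = inhibition above the mean inhibition of all tested compounds plus 3 SD, cut at about 28% in these data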
HTR1E agonist: activates the human 5-HT1E serotonin receptor. 65,000 tested, 0.69% active. CHO 5-HT1E Ga15 NFAT-bla reporter, FRET; 0% DMSO wells, 100% control agonist wells. P28566. activation, % at 6 µM;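 active = activation above a set limit, the screen-wide mean activation plus 3 SD, cut at about 8.5% in these data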;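 note: 100% = positive control agonist at 1 µM giving full maximal response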
Target sequence (P28566 whole entry, looked up): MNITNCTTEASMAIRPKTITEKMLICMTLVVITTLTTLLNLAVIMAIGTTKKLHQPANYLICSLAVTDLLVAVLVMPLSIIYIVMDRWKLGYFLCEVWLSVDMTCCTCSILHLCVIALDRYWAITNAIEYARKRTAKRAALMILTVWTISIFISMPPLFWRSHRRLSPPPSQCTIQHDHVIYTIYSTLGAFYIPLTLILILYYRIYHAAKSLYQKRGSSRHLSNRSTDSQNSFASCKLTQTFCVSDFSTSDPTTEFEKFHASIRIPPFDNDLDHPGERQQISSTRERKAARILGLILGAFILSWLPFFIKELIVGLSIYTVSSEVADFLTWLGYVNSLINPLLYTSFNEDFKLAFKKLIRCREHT
S1P1 ag-PAM: S1P1 (human) agonism or agonism potentiation; S1P1 CRE-bla cells, forskolin, beta-lactamase FRET, potentiator mode; S1P1 agonist co-added at EC20, 2 nM; 100% = saturating reference agonist, 0% = basal; activation, % at 9.5 µM; 56,000 tested, 0.57% active;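 active = activation above a cutoff set at the mean activation of all tested compounds plus 3 SD, cut at about 54% in these data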;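 note: forskolin at 4 µM as EC80 and the EC20 agonist is SEW2871; 100% = SEW2871 at its EC100 plus forskolin at EC80; some compounds past the cut are filed as inactive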
HTR1E antagonist: blocks the human 5-HT1E serotonin receptor | P28566 | CHO 5-HT1E Ga15 NFAT-bla reporter, FRET, antagonist | inhibition, % at 6 µM | 65,000 tested, 0.99% active;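 active = inhibition above a set limit, the mean inhibition across every tested compound plus 3 SD, cut at about 29% in these data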;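 note: signal is the 460 over 535 nm emission ratio of beta-lactamase substrate; 0% = agonist plus DMSO wells and 100% = wells without agonist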
5HT1a ag: activates the human 5-HT1a serotonin receptor; P08908; CHO 5-HT1a Ga15 NFAT-bla reporter, FRET ratio; 0% basal, 100% maximal reference agonist; activation, % at 10 µM; 65,000 tested, 0.56% active;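 active = activation above the screen-wide mean activation plus 3 SD, cut at about 19% in these data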;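 note: 0% = DMSO wells and 100% = 5-CT at EC100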
The depositor's hits bear a star; x = not tested or not shown. No enrichment for hits; overall some 8.3% were active at least once.

SMILES	D1 mod	5-HT1A blocker	HEK293 NFkB inh	S1P3 ag	Jurkat viability	HTR1E agonist	S1P1 ag-PAM	HTR1E antagonist	5HT1a ag
CCOC(=O)N1CCC(Nc2c(N3CCN(c4cccc(C(F)(F)F)c4)CC3)c(=O)c2=O)CC1	-0.001	-10	12	1.3	-2	-0.3	-29	-7	7.9
CC1CCCCN1C(=O)COc1ccc(NC(=O)c2ccco2)cc1 (stereo not drawn)	-0.61	7	5	1.1	-1	-0.6	12	-7	-0.9
CC(=O)N1CCN(CC(O)COc2ccc(OCc3ccccc3)cc2)CC1 (stereo not drawn)	-1.3	-4	10	0.1	3	0.1	x	-10	-1.5
COc1cccc(C2CC(c3cccc(OC)c3)n3nc(N)nc3N2)c1 (stereo not drawn)	0.3	1	12	-0.7	-2	0.1	-18	-4	-2.9
CC(C)N1C(=S)SC(C)(C)C1NO (stereo not drawn)	0.011	-5	13	-0.6	-9	0.0	-12	-2	-1.5
O=C(CSc1nnc(COc2ccc3c(c2)CCCC3)o1)Nc1ccc(F)cc1	0.01	0	14	-1.0	4	9.3*	-8	4	-1.2
Brc1c(CSc2nnc(-c3ccco3)o2)nc2ccccn12	x	-9	10	-0.4	9	0.1	-14	17	1.2
CC(=O)Nc1ccc(S(=O)(=O)NCCNC(=O)c2ccccc2F)cc1	x	-6	9	0.2	-3	0.7	-2	5	2.4
CC(C)(CO)NS(=O)(=O)c1ccc2c(c1)oc(=O)c1cc(S(=O)(=O)NC(C)(C)CO)ccc12	0.091	-13	24	3.1	2	0.9	-39	-13	-2.2
CCN(C(=O)CCc1nc(-c2ccccc2F)no1)c1cc(OC)ccc1OC	-0.14	-3	-1	-1.7	4	-0.4	10	-7	-2.0
O=C(CN1C(=O)COc2ccccc21)c1cccc(Cl)c1	-0.39	9	18	-1.0	4	-0.7	20	9	-1.3
CN(C)c1ccc(-c2noc(-c3ccccc3O)n2)cc1	-0.12	-4	15	0.0	-1	0.3	-9	2	-3.2
CC(=O)c1cccc(NC(=O)c2cnn3ccccc23)c1	-2.6*	-1	-11	-1.0	-8	-1.6	-16	13	0.3
CC(=O)Oc1cccc(N2C(=O)C3C4C=CC(C4)C3C2=O)c1 (stereo not drawn)	0.68	0	16	-1.1	5	1.0	4	14	-0.4
COC(=O)c1ccc2c(=O)n(CCCCCC(=O)NCc3ccccn3)c(=O)[nH]c2c1	-2.4	0	16	-0.6	3	-1.1	-4	-1	-1.2
O=c1c2c([nH]c3ccc(Br)cc13)CCCC2	-1.8	-1	10	-0.9	11	0.1	22	-1	-1.8
Cc1ccccc1-c1noc(-c2cccs2)n1	-0.03	11	2	-0.7	6	0.8	-19	13	-0.6
CCC1CCCCN1CC(=O)c1c(C)[nH]c2ccccc12 (stereo not drawn)	-0.4	2	5	-1.1	-1	-0.5	-5	-9	-4.0
CCCc1nc(SCC(=O)N2CCC(Cc3ccccc3)CC2)c2c(=O)n(C)c(=O)n(C)c2n1	-0.5	3	25	-0.4	-5	0.6	21	1	1.9
CCCCCNC(CC(=O)Nc1ccc(OC)cc1)C(=O)O (stereo not drawn)	0.52	-14	4	-0.8	-3	-0.8	0	5	-2.5
CCOc1cc(N2CCOCC2)c(OCC)cc1NC(=O)Cn1[nH]c(=O)c2ccccc2c1=O	1.8	-12	6	0.1	14	-0.6	-23	22	0.0
COc1ccc(C(=O)N2CCCC(c3nc(-c4cc(OC)c(OC)c(OC)c4)no3)C2)cc1 (stereo not drawn)	-0.75	-19	14	-0.1	-4	1.6	-20	-6	5.4
CCOC(=O)C1CCCN(C(=O)c2ccccc2Oc2ccccc2)C1 (stereo not drawn)	1.1	26	10	-1.7	-6	0.6	0	3	-3.6
O=C(CN(c1ccc2c(c1)OCCO2)S(=O)(=O)c1ccccc1)Nc1ccc2c(c1)OCO2	-0.48	13	3	-0.5	-3	-0.4	x	-2	1.4
N#Cc1c2c(c(NCCN3CCOCC3)n3c1nc1ccccc13)CCCC2	3.5*	5	13	0.5	2	1.1	-19	20	2.7
CCOC(=O)C1=C(N)Oc2cc(C)n(CCc3ccc(OC)c(OC)c3)c(=O)c2C1c1cccnc1 (stereo not drawn)	-0.073	0	23	-0.3	5	-1.4	-12	30*	-0.7
Cc1ncc(CSc2nc3ccccc3[nH]2)c(N)n1	-0.68	9	14	-1.6	4	-0.2	16	7	-3.9
CC(C)(C)C(=O)Nc1ccccc1C(=O)Nc1cccnc1	-0.37	-9	22	-0.8	6	0.3	-24	-7	-1.2
COc1ccc(C(=O)CSc2nnc(CNC(=O)c3ccc(OC)c(OC)c3)n2C)cc1	-0.077	-18	1	-0.1	-7	1.2	x	-1	0.1
O=C(NC1CCCCC1)c1cccnc1C(=O)O	-0.27	4	14	-0.4	1	-0.4	4	2	-2.8
COc1ccc(CCNC(=O)C2CCN(Cc3nc(-c4ccccc4F)oc3C)CC2)cc1OC	-0.26	12	20	-1.1	12	-0.1	10	10	-1.8
CN1CCN(S(=O)(=O)c2ccc3[nH]cc(C(=O)O)c(=O)c3c2)CC1	x	9	16	x	x	-0.6	x	2	-2.4
O=C(O)Cn1cccc1C(=O)c1ccccc1	-0.26	-2	9	-0.7	0	0.7	-18	-3	-4.5
CNCCOCC(O)CSc1ccccc1 (stereo not drawn)	-0.56	5	13	-1.7	3	0.0	2	0	-5.5
COC(=O)/C=c1/s/c(=C(/C#N)C(=O)N2CCOCC2)n(-c2ccccc2)c1=O	-0.56	x	x	-2.8	x	-0.9	6	-10	-1.7
CCNc1nc2c(c(=O)n(C)c(=O)n2C)n1Cc1ccc(Cl)cc1	x	6	15	-2.4	58*	1.3	61*	14	14
COC(=O)CNC(=O)Cn1ccc2ccccc2c1=O	0.6	11	11	0.0	2	-0.6	-1	3	-0.3
COC(=O)CCS(=O)(=O)c1ccc(Cl)c(Cl)c1	0.08	13	5	2.5	1	-0.6	-13	-1	-3.1
CCn1cc(C2=NOC(C(=O)Nc3cc(OC)c(Cl)cc3OC)C2)c(C)n1 (stereo not drawn)	0.92	6	0	-0.5	-7	-1.3	-9	-3	0.4
CCCC(CCC)C(=O)NCCN1CCOCC1	0.79	-7	-4	-0.4	-4	-0.4	-18	-3	-2.7
COCCCNC(CC(=O)Nc1ccccc1C(=O)OC)C(=O)O (stereo not drawn)	-0.6	5	13	-0.5	2	-0.7	5	-4	-1.6
COc1ccc(NC(=O)c2cccc(NC(=O)C3C4CC5OC(=O)C3C5C4)c2)c(OC)c1 (stereo not drawn)	-1	9	11	-0.4	-5	-0.8	12	5	-2.9
Cn1c(COc2ccc(Cl)cc2)nc2ccccc2c1=O	x	-3	-14	-1.1	-1	-0.7	13	9	1.7
COc1cc(OC)cc(-c2nnc(SCC(=O)N3CCCCC3)o2)c1	-0.089	-12	2	0.1	-4	1.3	6	-9	2.7
O=C(OCc1c(F)cccc1Cl)c1cnccn1	0.68	2	4	-0.2	-7	-0.4	x	5	-0.8
COC(=O)c1sc(NC(=O)c2ccc(Cn3cc(Cl)cn3)o2)c(C#N)c1C	1.3	13	-2	0.6	7	-0.8	6	7	-0.6
COc1cccc(-c2nn(C)c3sc(C(=O)NCc4ccc5c(c4)OCO5)cc23)c1	0.3	15	9	-0.7	-1	0.4	-37	4	2.5
Cc1occc1C(=O)Nc1cccc2ccccc12	-2.7	29	-42	0.0	-3	0.2	-3	14	-1.7
CCOC(=O)N1CCN(C(=O)c2oc3ccc(S(=O)(=O)N4CCCCC4)cc3c2C)CC1	1.1	-3	23	-0.9	-1	0.7	12	4	0.6
Cc1ccc(S(=O)(=O)N2CCN(C(=O)CSc3nnnn3C)C2)cc1	0.91	-3	2	-0.7	6	-0.3	-10	4	-2.4
CCN(CC)c1ccc(C2C(C(=O)OCCOC)=C(C)NC3=C2C(=O)CC(C)(C)C3)cc1 (stereo not drawn)	-0.078	-14	-14	-1.6	-2	1.1	-12	-13	-2.2
O=C(Nc1cnn(C23CC4CC(CC(C4)C2)C3)c1)c1cc(-c2ccccc2)on1	0.28	13	-16	-1.9	-4	-1.3	x	-2	1.5
COc1cc(OC)c2c(C)cc(=O)oc2c1	2.1	-10	16	-1.0	3	1.4	-32	-21	-3.7
Cc1cnc(C(=O)OCC(=O)Nc2cccc(Cl)c2)cn1	-0.33	-4	10	x	x	0.0	x	0	-0.4
CCCCNC(=O)C1CC(=O)N(CCC(C)C)C1 (stereo not drawn)	0.21	11	-1	-0.8	0	-0.7	-25	-3	-1.2
COc1ccc(N2C(=O)CCC(C(=O)N3CCOCC3)C2c2ccc(F)cc2)cc1 (stereo not drawn)	x	-11	7	x	x	-0.5	x	-5	-2.1
Cn1c(=O)[nH]c(=O)c2c1nc(CN1CCN(c3ccccc3F)CC1)n2CCCc1ccccc1	0.12	-17	17	-0.6	-2	2.3	-6	0	-1.5
C1=CC2CC1CC2CNCc1ccco1 (stereo not drawn)	-0.29	15	11	0.8	-7	-0.6	-9	-5	0.2
Nc1c(C(=O)NCc2ccco2)nnn1-c1ccccc1	0.69	1	1	-0.8	9	-0.5	6	6	-3.1
COc1ccccc1N1CCN(CC(=O)c2c(C)[nH]c3cc(C)ccc23)CC1	-0.66	12	0	-1.9	7	0.6	10	-3	-4.6

In the list so far, three have a thiophene ring, fused or not:
SMILES	D1 mod	5-HT1A blocker	HEK293 NFkB inh	S1P3 ag	Jurkat viability	HTR1E agonist	S1P1 ag-PAM	HTR1E antagonist	5HT1a ag
Cc1ccccc1-c1noc(-c2cccs2)n1	-0.03	11	2	-0.7	6	0.8	-19	13	-0.6
COC(=O)c1sc(NC(=O)c2ccc(Cn3cc(Cl)cn3)o2)c(C#N)c1C	1.3	13	-2	0.6	7	-0.8	6	7	-0.6
COc1cccc(-c2nn(C)c3sc(C(=O)NCc4ccc5c(c4)OCO5)cc23)c1	0.3	15	9	-0.7	-1	0.4	-37	4	2.5

Later entries.
SMILES	D1 mod	5-HT1A blocker	HEK293 NFkB inh	S1P3 ag	Jurkat viability	HTR1E agonist	S1P1 ag-PAM	HTR1E antagonist	5HT1a ag
Nn1cnn(Cc2ccccc2)c1=S	0.074	-5	4	0.1	1	0.1	10	-2	-2.3
CCCc1c(O)nc(SC2CC(=O)N(c3cc(OC)ccc3OC)C2=O)[nH]c1=O (stereo not drawn)	0.74	5	11	-1.1	1	1.3	6	8	-3.4
Cc1nc(Nc2nc3ccccc3o2)nc2c1CCC2	-6.1*	2	-19	-1.1	10	-0.2	-8	19	-0.2
Cc1ccc(C(=O)N2CCCC2)cc1S(=O)(=O)Nc1ccccc1	0.11	-3	4	-0.8	1	7.0	15	2	-1.7
O=C(Nc1cccnc1)c1ccc2c(c1)OCO2	-0.012	-16	16	-0.2	4	-1.1	4	-6	-3.7
CCOCC(O)CS(=O)Cc1ccccc1 (stereo not drawn)	0.7	-11	12	-1.2	-10	0.4	-6	0	-1.9
Cc1ccc2c(CC(=O)Nc3nc(C)cs3)coc2c1	-0.03	28	17	x	x	-0.5	x	7	-1.8

From PubChem
